MC4R ag barr: human MC4R agonism via beta-arrestin; AID 540308; 360,000 tested, 0.98% active; activation, % at 8.9 µM; U2OS MC4R beta-arrestin complementation, luminescence; percent of melanotan II response, DMSO zero; P32245;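 active = activation above a per-plate cutoff, the mean activation of sample wells on that plate plus 3 SD, cut at about 8% in these data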
Target sequence (P32245 whole entry, looked up): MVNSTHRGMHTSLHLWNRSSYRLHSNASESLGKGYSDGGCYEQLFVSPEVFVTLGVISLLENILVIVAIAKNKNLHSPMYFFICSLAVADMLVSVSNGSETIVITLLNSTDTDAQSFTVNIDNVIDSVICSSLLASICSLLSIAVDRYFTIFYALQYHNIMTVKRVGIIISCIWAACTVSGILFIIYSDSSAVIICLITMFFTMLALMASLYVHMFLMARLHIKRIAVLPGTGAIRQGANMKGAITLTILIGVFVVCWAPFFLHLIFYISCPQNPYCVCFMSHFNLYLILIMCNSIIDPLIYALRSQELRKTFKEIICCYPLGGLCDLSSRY
ABHD5 PLIN5 PPI: ABHD5-PLIN5 protein interaction inhibition. Q00G26+Q8WTS1. Split G. princeps luciferase complementation, luminescence, 4 h. inhibition, % at 4 µM. 360,000 tested, 0.78% active. AID 602281;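 active = inhibition above the mean inhibition across every tested compound plus 3 SD, cut at about 22% in these data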;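 also: 0% = DMSO only wells and the 100% control is not disclosed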
MC4R antag cAMP: blocks human MC4R cAMP signaling | 360,000 tested, 0.48% active | AID 540295 | inhibition, % at 6.5 µM | MC4R-expressing cells, MTII-stimulated cAMP, LANCE TR-FRET | P32245;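 active = inhibition above its plate's cutoff, the mean of tested wells on that plate plus 3 SD, cut at about 29% in these data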;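 also: 0% = Melanotan II alone and 100% = Melanotan II plus saturating MCL0020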
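material = U2OS cells stably expressing human melanocortin 4 receptor (MC4R) | also added = Melanotan II challenge | dosing = single nominal compound dose of 6.5 µM | detection = TR-FRET with Eu-cAMP and labeled anti-cAMP, 671 nm | replication = singlicate | timing = compound 30 min, challenge 1 h, detection 1 h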
CaV13 FRET inh: Primary screen for inhibitors of IQ motif and Ca2+-dependent inactivation inhibitor domain binding in CACNA1D, Förster resonance energy transfer in living cells, … | HEK cells, CFP/YFP FRET ICDI-IQ, plate reader, 10 min; percent FRET-ratio fall versus neutral wells | inhibition, % at 12.3 µM | 340,000 tested, 0.098% active | AID 743397;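 active = mean replicate inhibition of at least 30% and at least 1% of replicates passing that level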;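 also: 0% = median of the neutral control wells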
Cardio protect: protects H9c2 cardiomyocytes from peroxide injury; protection from H2O2 cell death, % at 20 µM; 360,000 tested, 0.63% active; AID 588492; H2O2 injury protection, ATPLite, 2 h;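 active = compounds giving at least 50% protection of heart cells from peroxide-induced death in the single-dose screen, raw or plate-pattern-corrected value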;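 also: 0% = DMSO wells with peroxide and 100% = DMSO wells without peroxide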
Exocytosis inh: blocks lytic granule exocytosis. TALL-104 LAMP-1 surface exposure, flow cytometry; cells stimulated with thapsigargin and PMA. inhibition, % at 10 µM. 360,000 tested, 0.66% active;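 active = inhibition above about 55%, limit read from the data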
Glyco luc inh: N-linked glycosylation inhibition; D54 ERlucT glycosylation luciferase reporter, 24 h; percent of 100 nM tunicamycin response; reporter increase, % at 12.5 µM; 360,000 tested, 0.23% active;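 active = mean luciferase reporter signal, scaled so untreated is 0 and the glycosylation-blocking control 100, at or above a set limit in every replicate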;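 also: luciferase carries N-glycosylation sites so blocking glycosylation raises the light; 0% = median of neutral control wells and 100% = median of 100 nM tunicamycin wells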
HTR2A ag: agonists of mouse serotonin 5-HT2A receptor (HTR2A); CHO-K1 mHTR2A beta-arrestin complementation, luminescence; percent of 30 µM serotonin response; activation, % at 7.6 µM; P35363; 360,000 tested, 0.66% active;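 active = activation above a run cutoff, the mean activation of all tested compounds plus 3 SD, cut at about 14% in these data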;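 also: 0% = plate median of compound wells and 100% = 30 µM serotonin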
Target sequence (P35363 whole entry, looked up): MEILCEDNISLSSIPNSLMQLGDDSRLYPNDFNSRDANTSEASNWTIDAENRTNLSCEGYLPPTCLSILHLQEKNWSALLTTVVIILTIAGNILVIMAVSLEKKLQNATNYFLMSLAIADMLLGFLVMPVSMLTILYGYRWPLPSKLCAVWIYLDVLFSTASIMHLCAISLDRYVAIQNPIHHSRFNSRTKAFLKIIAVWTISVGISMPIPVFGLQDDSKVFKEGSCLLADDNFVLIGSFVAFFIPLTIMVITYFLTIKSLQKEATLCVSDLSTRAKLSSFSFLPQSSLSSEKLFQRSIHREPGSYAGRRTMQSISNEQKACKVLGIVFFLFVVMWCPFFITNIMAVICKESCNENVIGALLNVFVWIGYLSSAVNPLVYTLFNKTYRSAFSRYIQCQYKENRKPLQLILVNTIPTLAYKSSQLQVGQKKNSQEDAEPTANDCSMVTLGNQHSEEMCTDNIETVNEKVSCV
ABCB6 inh MLPCN: blocks the human ABCB6 transporter | K562-ABCB6 porphyrin accumulation, flow cytometry, 1 h; hits give low values | 360,000 tested, 0.19% active | Q9NP58 | fluorescence ratio to DMSO, % at 10 µM | AID 602162;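 active = fluorescence ratio to DMSO below 75%, the collection mean minus 3 SD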;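 also: signal is porphyrin accumulated inside mitochondria; 100% equals median channel fluorescence of DMSO control wells; lower ratio means ABCB6 inhibition with less porphyrin fluorescence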
PDI turbidity: inhibitors of human protein disulfide isomerase; AID 588391; 350,000 tested, 0.052% active; PDI insulin aggregation turbidity, A650, 90 min; inhibition, % at 10 µM; P07237;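 active = mean inhibition across replicates of 30% or more, whatever share of single replicates reach that level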;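 also: absorbance from insulin aggregation driven by PDI reduction with DTT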
* marks the source's active call; other numbers are inactive results; . = not tested or not shown.

canonical_smiles,MC4R antag cAMP,PDI turbidity,HTR2A ag,Exocytosis inh,Glyco luc inh,CaV13 FRET inh,Cardio protect,MC4R ag barr,ABHD5 PLIN5 PPI,ABCB6 inh MLPCN
Cc1noc(C)c1S(=O)(=O)N(C)C[C@H]1Oc2c(NC(=O)Nc3ccc(C(F)(F)F)cc3)cccc2C(=O)N([C@H](C)CO)C[C@@H]1C,-3,6,0,-2,-3,-8,-4,0.1,0,97
O=S(=O)(NCCc1cccs1)c1ccc(Br)cc1,0,16,3,4,0,-8,-8,3.2,-6,90
Cc1cccc(C(O)c2ncc(-c3ccccc3F)[nH]2)c1C (configuration not stated),3,-1,0,4,1,-13,-7,-0.1,5,90
COc1cccc2sc(Nc3nc4ccc(NC(C)=O)cc4s3)nc12,10,-9,-1,2,-6,-4,11,2.9,5,97
CSc1ccc(OC2(C)CCN(Cc3cc4ccccc4o3)C2)cc1 (configuration not stated),-6,-5,-6,7,1,-6,-4,0.7,-9,98
CO/N=C/c1ccc(N2CCN(C(=O)c3cccc(C(F)(F)F)c3)CC2)c([N+](=O)[O-])c1,8,-1,0,-6,-5,.,-13,0.3,-1,85
COc1ccc(Cl)cc1C(=O)Nc1nc2ccccc2[nH]1,5,-4,-9,-8,-18,-4,-17,-1.0,11,98
CCOc1ccc(/C=C(\C#N)C(=O)Nc2cccnc2)cc1,2,1,0,-1,5,-6,1,-1.1,2,122
CCN(CC)c1ccc(/C=C(\C#N)C(=O)NCc2ccccc2)cc1,-5,0,0,-1,-1,.,-11,4.8,3,98
COC(C)c1oc2c(C)c3oc(=O)cc(C)c3cc2c1C (configuration not stated),-25,5,3,1,4,-5,-8,3.3,0,98
CC(C)(C)OC(=O)N1CCC(C(=O)N2CCOCC2)CC1,7,4,1,2,1,.,11,0.5,0,107
O=C(NCc1ccc(F)cc1)c1cc2c(cc1Cl)N1CCCCCC1=NS2(=O)=O,0,-11,6,2,1,-3,-4,-0.4,-6,97
O=C(NNC(=O)c1cc(-c2ccc(Br)cc2)nc2ccccc12)c1csc(N2CCOCC2)n1,-2,-7,-1,0,1,-6,46,2.0,3,93
CC(C)N(Cc1nccn1C)C(=O)C1CCC(=O)N(CCc2ccccc2)C1 (configuration not stated),8,1,14,-5,4,13,5,-0.9,-2,104
COc1ccc(CNC(=O)CCNC(=O)N2CC(=O)Nc3ccccc32)cc1,4,1,0,1,8,-12,9,1.1,-4,99
COc1ccc(Br)cc1C(=O)N/N=C/c1ccc([N+](=O)[O-])cc1,-3,-5,-3,1,-5,17,-14,1.9,-1,98
CCn1ncc(CN2CCC(Oc3cc(C(=O)NC4CC4)ccc3OC)CC2)c1C,-1,5,0,-1,2,-6,5,-2.9,-6,96
CCOP(=O)(OCC)c1nc(-c2cccc3ccccc23)oc1NCCc1ccc(OC)cc1,12,12,6,18,-6,-2,-13,-2.2,4,95
O=C(Cn1c(C(=O)OCCO)cc2ccccc21)c1ccccc1,3,-5,-5,-7,1,-2,9,0.6,-1,100
Cc1cc(=O)[nH]c(N/N=C/c2cc(C)n(CC(F)(F)F)c2C)n1,-10,0,-1,-4,23,-7,4,0.1,-8,99
Cc1cc2c(n1-c1ccc(Br)cc1)CC(C)(C)CC2=O,-3,-11,-6,-7,-2,-4,5,0.8,-5,94
O=C(C(=NNc1ccccc1)c1ccccc1)c1ccccc1,11,4,-7,6,-5,-10,-2,2.3,-4,103
FC(F)(F)c1nc2nc(Cl)c(Cl)nc2[nH]1,5,0,2,-4,0,-6,2,-1.4,-3,101
COc1cc(CNCc2ccco2)cc(OC)c1O,1,-3,10,2,-1,-3,-4,1.5,-2,91
Cc1ccc2nc3c(cc(C(=O)NC4CCCC4)c(=N)n3C3CCCCC3)c(=O)n2c1,12,10,0,9,2,14,-3,0.5,10,96
COc1ccc(Cl)cc1NC(=O)CN(C)C(=O)Cn1cnc2c1c(=O)n(C)c(=O)n2C,5,5,-4,2,1,-13,4,-2.4,7,101
Cc1cc(C(=O)Nc2sc3c(c2C#N)CCCC3)no1,13,3,-1,2,-3,-8,-14,-3.7,-3,96
Cc1cccc(C)c1NC(=O)Nc1ccc2c(c1)OCO2,2,-8,3,13,3,2,1,0.2,2,106
COc1ccccc1Oc1ccc(NC(=O)c2ccccc2)cc1,-5,-6,-2,-1,0,-5,1,-0.6,-1,103
O=C(N/N=C/c1cccc(Cl)c1Cl)Nc1ccccc1,1,-10,0,0,-1,-7,-3,0.4,2,100

11 of the compounds above, with two lines to a compound.
Every second line gives: MC4R antag cAMP	PDI turbidity	HTR2A ag	Exocytosis inh	Glyco luc inh	CaV13 FRET inh	Cardio protect	MC4R ag barr	ABHD5 PLIN5 PPI	ABCB6 inh MLPCN
- Cc1cc(=O)[nH]c(N/N=C/c2cc(C)n(CC(F)(F)F)c2C)n1
  -10	0	-1	-4	23	-7	4	0.1	-8	99
- Cc1cc2c(n1-c1ccc(Br)cc1)CC(C)(C)CC2=O
  -3	-11	-6	-7	-2	-4	5	0.8	-5	94
- O=C(C(=NNc1ccccc1)c1ccccc1)c1ccccc1
  11	4	-7	6	-5	-10	-2	2.3	-4	103
- FC(F)(F)c1nc2nc(Cl)c(Cl)nc2[nH]1
  5	0	2	-4	0	-6	2	-1.4	-3	101
- COc1cc(CNCc2ccco2)cc(OC)c1O
  1	-3	10	2	-1	-3	-4	1.5	-2	91
- Cc1ccc2nc3c(cc(C(=O)NC4CCCC4)c(=N)n3C3CCCCC3)c(=O)n2c1
  12	10	0	9	2	14	-3	0.5	10	96
- COc1ccc(Cl)cc1NC(=O)CN(C)C(=O)Cn1cnc2c1c(=O)n(C)c(=O)n2C
  5	5	-4	2	1	-13	4	-2.4	7	101
- Cc1cc(C(=O)Nc2sc3c(c2C#N)CCCC3)no1
  13	3	-1	2	-3	-8	-14	-3.7	-3	96
- Cc1cccc(C)c1NC(=O)Nc1ccc2c(c1)OCO2
  2	-8	3	13	3	2	1	0.2	2	106
- COc1ccccc1Oc1ccc(NC(=O)c2ccccc2)cc1
  -5	-6	-2	-1	0	-5	1	-0.6	-1	103
- O=C(N/N=C/c1cccc(Cl)c1Cl)Nc1ccccc1
  1	-10	0	0	-1	-7	-3	0.4	2	100

Remaining list, next part:
canonical_smiles,MC4R antag cAMP,PDI turbidity,HTR2A ag,Exocytosis inh,Glyco luc inh,CaV13 FRET inh,Cardio protect,MC4R ag barr,ABHD5 PLIN5 PPI,ABCB6 inh MLPCN
COc1cccc(-c2ncn(CCc3ccccc3OC)c2C(C)C)c1,.,.,-1,14,.,-8,.,.,-3,125
O=C(Nc1nnc(C2CC2)s1)c1cc(Cl)sc1Cl,-2,-9,6,10,0,.,5,-1.9,-9,98
O=C(C1CCCN(c2ncnc3c2nc2n3CCCCC2)C1)N1CCN(c2ccc(F)cc2)CC1 (configuration not stated),12,8,1,1,4,-4,9,-0.8,5,98
COc1ccc(OC)c(-c2csc(NC(=O)COC(=O)C3(C)CC3(Cl)Cl)n2)c1 (configuration not stated),2,-14,0,-1,2,-15,-1,5.2,-18,94
CCOC(=O)c1c(C)n(-c2ccc(C)cc2)c2ccc(OCC(O)CN3CCN(C)CC3)cc12 (configuration not stated),7,-2,-8,54,-4,-2,-21,-2.4,22*,96
CCOC(=O)C1(Cc2ccccc2)CCN(Cc2cn(CC(=O)OC)c3ccccc23)CC1,17,-3,-3,-2,-1,-4,9,1.9,1,98
COc1ccc([C@H]2N[C@]3(CCCN(Cc4ccco4)C3=O)[C@H]3C(=O)N(Cc4ccccc4)C(=O)[C@@H]23)cc1,18,1,1,-3,1,-6,13,0.3,-2,98
Cc1scc(C(=O)N/N=C/c2ccsc2)c1C,2,-9,-3,3,-6,-5,-11,0.0,3,98
CCc1nc2cc(Cl)c(Cl)cc2[nH]1,1,-4,-1,0,2,-6,-8,-2.5,-1,96
C[C@H]1CN([C@@H](C)CO)S(=O)(=O)c2ccc(Br)cc2O[C@@H]1CN(C)Cc1cccc(F)c1,12,7,-2,9,-4,-5,-19,3.2,-10,99
CN(C)S(=O)(=O)c1ccc(Oc2ccc(S(=O)(=O)N(C)C)cc2)cc1,10,-6,4,-6,-2,.,-35,-1.2,10,105
S=C(NC12CC3CC(CC(C3)C1)C2)N1CCOCC1,8,1,5,-2,2,-5,-10,0.1,1,99
Clc1cccc(-c2sc(Nc3ccccc3)n[n+]2-c2ccccc2)c1Cl,4,-2,-5,0,0,-5,4,0.8,-17,98
CS(=O)(=O)N(CC(=O)N1CCCC1)c1ccc(Cl)c(Cl)c1,-9,3,5,1,1,-7,0,1.3,3,102
O=C(CCN1C(=O)C2CCCCC2C1=O)Nc1nc2c(F)cc(F)cc2s1 (configuration not stated),9,-19,3,-1,0,-2,5,-2.9,-6,95
O=C(CNC(=O)c1ccc(Br)o1)NNC(=O)c1ccccc1O,8,-5,17*,-7,2,-16,14,-0.8,-5,96
Cc1cc(=O)oc2cc(NC(=O)C(C)Oc3cccc(Cl)c3)ccc12 (configuration not stated),9,2,-2,-4,8,-5,-2,2.2,0,99
CC1=NN(c2ccc(C(=O)O)cc2)C(=O)/C1=C\c1ccc(OC(=O)c2cccs2)cc1,16,-3,-4,5,1,-2,-5,-3.8,-16,85
COc1cccc(C(=O)O/N=C(\N)c2ccncc2)c1OC,0,-8,-1,-1,1,-9,1,-0.8,4,100
CSCC[C@H](NC(=O)Cc1c(C)c2c(cc(C)c3c(C)coc32)oc1=O)C(=O)O,9,9,-1,6,0,-17,2,-0.5,0,98
CCOC(=O)C1CCN(Cc2coc3ccc(Cl)cc3c2=O)CC1,1,-2,3,3,1,-4,-1,-1.5,-3,95
COc1ccc(N(CC(=O)NCc2ccc(C)cc2)S(=O)(=O)c2ccccc2[N+](=O)[O-])c(OC)c1,4,16,-2,1,0,-5,1,-2.8,8,100
C=CCN(CC=C)S(=O)(=O)c1ccc(C(=O)Nc2sc3c(c2C(N)=O)CCCCC3)cc1,16,-5,2,-4,-12,-6,-12,2.1,4,92
CCOC(=O)C1CCN(Cc2cccc(OC)c2)CC1,-6,-4,12,-4,0,-8,3,-0.9,9,98

Screens deposited in PubChem BioAssay by several laboratories.
